NCI-60 one-dose screen, 48 h, at 10 µM unless noted. Numbers give growth in % (100 = growth as untreated, 0 = no growth, -100 = all killed).
UO-31: UO-31 renal cancer; actives 5.2% (n = 81,000)
A498: A498 renal cancer cells; actives 5.4% (n = 76,000); AID 1794774
786-0: 786-0 renal cancer cells | actives 5.1% (n = 81,000) | AID 1794775
SN12C: SN12C renal cancer cells. actives 3.8% (n = 81,000)
RXF 393: RXF 393 renal cancer cells; actives 6.9% (n = 77,000)
ACHN: ACHN renal cancer; AID 1794771; actives 4.9% (n = 81,000)
TK-10: TK-10 renal cancer cells. actives 3.9% (n = 81,000)
U251: U251 CNS tumor cells. actives 5.4% (n = 80,000). AID 1794753
CAKI-1: CAKI-1 renal cancer; actives 4.7% (n = 75,000)
Active calls of the source: *; nt = no result given; & = joins results of further samples. How the source made its calls: active means growth percent below 10; inactive means the rest.

SMILES	UO-31	A498	786-0	SN12C	RXF 393	ACHN	TK-10	U251	CAKI-1
N#Cc1c(-c2ccc(Cl)cc2)nc(NN=Cc2cccc([N+](=O)[O-])c2)nc1N1CCOCC1	44	53	87	89	67	79	74	86	71
C=CCn1c2ccccc2c2c3c(c4c5ccccc5n(CC=C)c4c21)C(=O)N(O)C3=O	-47*	24	15	9.3*	42	-34*	51	11	-71*
NC(=O)N/C=C1\CCCOC1=O	107	87	108	99	102	104	97	102	106
OC1CCCCC1C1CCCCC1 (stereo not drawn)	96	117	108	104	120	103	78	112	103
O=S(=O)(OCCCCCCCCCOS(=O)(=O)c1ccc(F)cc1)c1ccc(F)cc1	83	70	103	92	101	99	92	85	92
CCN(CC)Cc1cc(NC(C)=O)ccc1O	69	112	106	91	92	101	109	100	109
COc1cc(NCCN(CC(C)C)CC(C)C)c2ncc(C)cc2c1	64	113	91	75	nt	78	139	68	nt
COc1ccc(C2Cc3c(nn(-c4ccc(C)cc4)c(=O)c3C#N)C(O)=C2[N+](=O)[O-])cc1 (stereo not drawn)	69	94	91	93	72	97	110	96	81
C/C(=C\CCc1ccoc1)CC/C=C(\C)CCCNc1ccc(F)cc1	55	80	95	76	101	98	113	94	89
O=c1nc(NC(=S)Nc2ccn([C@H]3CC[C@@H](CO)O3)c(=O)n2)ccn1[C@H]1CC[C@@H](CO)O1	103	114	102	94	99	112	102	98	97
O=C(Nc1ccccc1C(=O)O)/C(Cl)=C/c1ccc(Cl)cc1Cl	76	108	102	109	106	94	133	99	86
COc1cc(CN2CCC(N3CCCC3=O)c3cc(C)ccc32)cc(OC)c1OC (stereo not drawn)	74	101	99	97	119	101	111	105	104
Cc1cc(C)c(O)c(CNCCCCCCNCc2cc(C)cc(C)c2O)c1	-60*	21	54	30	-2.8*	-42*	-28*	-59*	26
CCOC(=O)CSc1nnc(Cc2ccccc2Nc2c(Cl)cccc2Cl)n1CC	83	87	101	82	100	107	98	100	98
OC1CCC(C2CCCCC2)CC1 (stereo not drawn)	86	112	106	102	103	99	111	100	112
COc1cc(C2C(C(=O)OCc3ccccc3)=C(C)Nc3nc4ccccc4n32)cc(OC)c1OC (stereo not drawn)	1.4*	-23*	-66*	37	-40*	-4.9*	35	27	6.9*
COC(=O)c1ccc(OCc2ccccc2)cc1O	88	75	90	97	nt	104	97	107	100
O=C1/C(=C\c2ccccc2[N+](=O)[O-])Sc2c(F)cccc21	70	45	111	92	103	93	131	67	15
c1ccc(-c2nc([P+](c3ccccc3)(c3ccccc3)c3ccccc3)c(N3CCOCC3)o2)cc1	74	12	27	1.3*	-4.6*	13	30	10	51
CCc1c(Nc2ccc(C)cc2)nc(N)[nH]c1=O	86	nt	100	92	109	103	104	101	92
O=C1c2ccccc2C(=O)c2[nH]c(-c3c(-c4ccc(F)cc4)nc4sccn34)nc21	59	47	77	88	91	89	97	92	93
C[n+]1c2ccccc2c(-c2ccccc2)c2ccccc21	80	88	67	19	75	83	84	17	90
N#CCCN1C(=O)C2C3C=CC(C3)C2C1=O (stereo not drawn)	85	98	102	102	nt	111	116	100	117
O=S(=O)(CC(O)(c1ccccc1)c1ccccc1)CC(O)(c1ccccc1)c1ccccc1	93	99	90	90	93	78	107	71	67
O=C(O)c1cc(N=Nc2ccc(-c3ccc(N=Nc4ccc(O)c(N=Nc5ccc(S(=O)(=O)O)c6ccccc56)c4O)cc3)cc2)ccc1O	87	113	103	97	125	109	103	106	nt

For reference, some entries already given.
SMILES	UO-31	A498	786-0	SN12C	RXF 393	ACHN	TK-10	U251	CAKI-1
O=c1nc(NC(=S)Nc2ccn([C@H]3CC[C@@H](CO)O3)c(=O)n2)ccn1[C@H]1CC[C@@H](CO)O1	103	114	102	94	99	112	102	98	97
O=C(Nc1ccccc1C(=O)O)/C(Cl)=C/c1ccc(Cl)cc1Cl	76	108	102	109	106	94	133	99	86
COc1cc(CN2CCC(N3CCCC3=O)c3cc(C)ccc32)cc(OC)c1OC (stereo not drawn)	74	101	99	97	119	101	111	105	104
Cc1cc(C)c(O)c(CNCCCCCCNCc2cc(C)cc(C)c2O)c1	-60*	21	54	30	-2.8*	-42*	-28*	-59*	26
CCOC(=O)CSc1nnc(Cc2ccccc2Nc2c(Cl)cccc2Cl)n1CC	83	87	101	82	100	107	98	100	98
OC1CCC(C2CCCCC2)CC1 (stereo not drawn)	86	112	106	102	103	99	111	100	112
COc1cc(C2C(C(=O)OCc3ccccc3)=C(C)Nc3nc4ccccc4n32)cc(OC)c1OC (stereo not drawn)	1.4*	-23*	-66*	37	-40*	-4.9*	35	27	6.9*
COC(=O)c1ccc(OCc2ccccc2)cc1O	88	75	90	97	nt	104	97	107	100
O=C1/C(=C\c2ccccc2[N+](=O)[O-])Sc2c(F)cccc21	70	45	111	92	103	93	131	67	15
c1ccc(-c2nc([P+](c3ccccc3)(c3ccccc3)c3ccccc3)c(N3CCOCC3)o2)cc1	74	12	27	1.3*	-4.6*	13	30	10	51
CCc1c(Nc2ccc(C)cc2)nc(N)[nH]c1=O	86	nt	100	92	109	103	104	101	92
O=C1c2ccccc2C(=O)c2[nH]c(-c3c(-c4ccc(F)cc4)nc4sccn34)nc21	59	47	77	88	91	89	97	92	93
C[n+]1c2ccccc2c(-c2ccccc2)c2ccccc21	80	88	67	19	75	83	84	17	90
N#CCCN1C(=O)C2C3C=CC(C3)C2C1=O (stereo not drawn)	85	98	102	102	nt	111	116	100	117
O=S(=O)(CC(O)(c1ccccc1)c1ccccc1)CC(O)(c1ccccc1)c1ccccc1	93	99	90	90	93	78	107	71	67
O=C(O)c1cc(N=Nc2ccc(-c3ccc(N=Nc4ccc(O)c(N=Nc5ccc(S(=O)(=O)O)c6ccccc56)c4O)cc3)cc2)ccc1O	87	113	103	97	125	109	103	106	nt

Other structures follow.
SMILES	UO-31	A498	786-0	SN12C	RXF 393	ACHN	TK-10	U251	CAKI-1
CC(C)C1CC(N(C)C)=CC(=S)N1 (stereo not drawn)	93	111&103	104&103	105&101	106&114	106&104	90&95	110	88&95
CC(=O)Nc1ccc2nc(NC(=O)c3[nH]c(C)c(Cl)c3Cl)sc2c1	85	61	87	98	88	112	113	90	67
Cc1cn(C2CC(OC(=O)c3ccc(Cl)cc3)C(COC(=O)c3ccc(Cl)cc3)O2)c(=O)[nH]c1=O (stereo not drawn)	82	74	105	91	106	110	104	98	99
CCN(CCCCN1CC(=O)N(CCCCN(CC)Cc2ccccc2OC)CC1=O)Cc1ccccc1OC	126	nt	95	106	nt	113	105	104	102
O=C(O)c1ccc2c(c1)OCO2	99	101	103	101	117	113	109	109	nt
CCCn1c(=S)sc2c(N3CCN(C)CC3)nc(C)nc21	91	93	95	84	98	91	110	91	65
O=[N+]([O-])c1ccc(N/N=C\c2ccccc2[N+](=O)[O-])nc1	98	83	104	103	102	102	116	nt	83
CCCCCCCCCCNCc1ccccc1	71	nt	81	97	85	99	99	88	97
CCOC(=O)[C@H](CSSc1ncnc2cc[nH]c12)NC(=O)[C@@H](C)c1ccc2cc(OC)ccc2c1	13	50	26	30	58	25	14	36	16
CCN(C(=O)c1cc2ccccc2[nH]1)[C@H]1CCC[C@@H](NCc2ccc(OC)cc2)C1	66	nt	97	92	86	95	81	101	96
COc1cc(-c2cc(-c3ccc(Cl)cc3)nc(N)c2C#N)cc(OC)c1OC	92	100	99	93	87	84	nt	75	95
C#CCOc1ccccc1/C=N/Nc1nc(-c2ccc(Cl)cc2)cs1	76	81	102	94	102	95	145	99	92
O=C1C=CC2C=CC1C=C2	83	95	111	92	98	114	108	100	104
CSC(SC)=C1C(=O)Nc2ccccc21	68	83	103	96	116	95	135	99	95
CC1=C(C(=O)OC(C)C)C(c2cccc(O)c2)NC(=S)N1 (stereo not drawn)	92	125	106	102	110	98	104	103	90
C(=N\Nc1nnc2n1N=C(c1ccccc1)CS2)/c1c[nH]c2ccccc12	74	114	96	88	78	100	104	101	81
CC([N+](=O)[O-])S(=O)(=O)c1ccccc1 (stereo not drawn)	96	102	94	103	104	104	97	102	98
CCC1C(=O)NN(C(=O)CSc2nc3sc(C(N)=O)c(C)c3c(=O)n2Cc2ccccc2)C1=O (stereo not drawn)	93	103	98	107	106	105	112	93	101
COC(=O)C(N)CCCN=C(N)NC(=S)Nc1ccc(Cl)cc1 (stereo not drawn)	60	30	81	84	39	97	55	104	52
COc1ccc(-c2cc(-c3cc(OC)ccc3OC)nc3sc(C(C)=O)c(N)c23)cc1	72	54	77	85	63	87	107	79	85
Cn1cnc2c1c(=O)n(CC(=O)Nc1ccc(S(N)(=O)=O)cc1)c(=O)n2C	84	106	100	105	123	103	95	96	97
O=C(NCCNc1nccc(-c2c(-c3cccc(F)c3)nc3sccn23)n1)C1CCCCC1	40	nt	69	67	78	67	89	91	70
O=C1C=CC(=O)N1c1ccc(N2C(=O)C=CC2=O)cc1	77	149	103	102	nt	92	92	101	70
COc1ccc(NC(=O)c2sc3nc(C(C)C)ccc3c2N)cc1	72	84	98	74	89	81	93	85	81
COc1ccc(/C=C2\SC(=Nc3ccccc3)N(Cc3nc4ccccc4[nH]3)C2=O)c(OC)c1	54	59	83	93	31	84	93	83	73
(continued)
SMILES	UO-31	A498	786-0	SN12C	RXF 393	ACHN	TK-10	U251	CAKI-1
COc1ccc2sc3c(NCCO)nc4ccccc4c3c(=O)c2c1	79	49	103	97	104	98	103	93	91
COc1ccc(Nc2nc(N)n(Cc3cccc(Br)c3)n2)cc1	0.3*	-20*	-9.3*	15	nt	1.2*	25	25	8.2*
CC(=O)N(Cc1ccccc1)C1CC(=O)N(Cc2ccccc2)C1=O (stereo not drawn)	78	116	nt	104	129	105	103	112	nt
O=C1NC(=O)/C(=C\c2cn(-c3ccccc3)nc2-c2cccs2)S1	74	98	77	90	103	93	91	87	93
COc1ccc(N/C=C/C(=O)c2ccc3c(c2)Nc2ccccc2S3)cc1	92	124	45	90	101	73	108	86	78
O=C(CN1CCCc2ccccc21)NNC(=O)c1cc2ccccc2o1	96	95	97	106	nt	96	122	102	nt
CNC1(C(N)=O)CCNCC1	106	93	96	96	108	103	132	103	103
C=C1CN(c2ccc(C)cc2)C(=O)C(=C)CN(c2ccc(C)cc2)C1=O	94	99	94	99	115	104	89	91	95
CC(C)C(=O)OCc1ccccc1	84	96	102	104	105	104	80	105	nt
O=C(OCCCCCCl)c1cccc([N+](=O)[O-])c1	84	99	95	93	115	106	96	88	97
Cc1noc(C)c1CSc1nc2cc(Cl)c(Cl)cc2[nH]1	73	48	96	85	41	104	97	111	57
O=C1c2cccc3cccc(c23)C(=O)N1c1nccs1	103	nt	98	101	82	101	105	104	103
CNC(=S)N1c2ccccc2NC(=O)CC1C (stereo not drawn)	79	107	94	101	95	103	nt	94	90
Nc1[nH]nc2nc3ccccc3cc12	78	75	104	93	110	100	130	94	77
COc1cccc(N)c1	80	90	109	97	114	93	120	103	81
Oc1ccccc1-c1cn2ccnc2c(-c2ccc(Cl)cc2)n1	48	73	100	79	79	84	107	69	65
N#Cc1c(-c2ccc(Cl)cc2)nc(SCC(=O)c2ccc(Br)cc2)[nH]c1=O	87	80	111	112	92	103	103	106	96
CC1=C2[C@@H](CC1)[C@]1(C)O[C@@](c3ccccc3)(C[C@H]1OC(=O)CO)[C@H]2OC(=O)/C=C/c1ccccc1	-8.7*	-78*	69	41	36	2.5*	111	88	72
O=C1/C(=C/c2ccc(Cl)cc2)CCC/C1=C\c1ccc(Cl)cc1	74	105	91	92	56	95	123	15	89
CC(O)(c1cccs1)C(C(=O)O)c1ccccc1 (stereo not drawn)	96	119	118	107	118	102	110	109	99
CCNC(=O)Nc1ccccc1CNc1nc(Nc2ccc(OCCN3CCCC3)cc2)ncc1Cl	56	43	74	84	87	85	99	89	85
O=C(CSc1nc2sc3c(c2c(=O)n1-c1ccc(Cl)cc1)CCCC3)NNC(=O)Nc1c(Cl)cccc1Cl	78	102	105	95	115	94	135	103	85
N#CC1=C(N)Oc2c(c(N)nn2-c2ccccc2)C1c1ccc(Cl)cc1Cl (stereo not drawn)	74	91	102	100	109	99	123	92	90
O=C1c2ccccc2N2C(=O)CSC2=C2CCCN12	81	92	97	98	111	104	98	96	nt
COc1cc(C2=NN(C=O)C(c3cccc(Nc4ccnc5cc(C(F)(F)F)ccc45)c3)C2)cc(OC)c1OC (stereo not drawn)	38	65	63	62	72	65	47	56	nt
Other structures follow:
SMILES	UO-31	A498	786-0	SN12C	RXF 393	ACHN	TK-10	U251	CAKI-1
Fc1ccccc1C1c2ccccc2-c2nccn21 (stereo not drawn)	94	91	90	97	-1.7*	112	97	99	67
CCC(CC)Cc1cccnc1	84	100	98	106	121	100	94	nt	173
CNC(=O)NCC1OC(n2cnc3c(NC(=O)Nc4ccccc4)ncnc32)C2OC(C)(C)OC12 (stereo not drawn)	74	87	105	95	97	105	134	94	73
Cc1nc2ccccc2[nH]c1=S	83	104	107	108	118	104	120	nt	90
CN(Cc1ccccc1)c1nc(Cl)c(C2CC(c3ccc(F)cc3)=Cc3[nH][nH]c(=O)c32)s1 (stereo not drawn)	85	107	82	94	nt	96	93	103	93
COC(=O)C1([N+](=O)[O-])CC(c2ccc(Cl)cc2)ON(c2ccccc2)C1c1ccc(C)cc1 (stereo not drawn)	65	100	82	82	98	80	113	nt	59
O=C(N=Nc1c(O)[nH]c2ccc(Cl)cc12)c1cc(-c2ccccc2)on1	89	95	104	97	119	105	111	nt	92
COc1cccc2c1OC1(CCN(Cc3ccccc3)CC1)N1N=C(c3ccc(F)cc3)CC21 (stereo not drawn)	62	105	96	96	94	94	106	95	76
Cc1ccoc1C(=O)O	94	88	105	99	105	94	93	92	101
OC(Cc1ccccc1)(c1ccc(Cl)cc1)c1ccc(Cl)cc1	66	87	83	109	74	107	95	86	74
COc1cc(-c2nc(SCC(=O)Nc3nc4ccc(C)cc4s3)[nH]c(=O)c2C#N)ccc1O	83	88	100	96	106	103	110	105	88
COc1ccc(C2c3[nH]c4ccc(Cl)cc4c3CCN2C(=O)CO)cc1 (stereo not drawn)	60	66	65	68	70	48	80	38	48
C1=NCCc2ccccc21	84	60	103	102	104	101	119	93	100
O=C(Nc1ccc(OCc2nnc(-c3ccccc3)o2)c(F)c1)c1cccc(C(F)(F)F)c1	75	92	84	78	74	101	91	82	91

From PubChem BioAssay
